BAZ2B block: qHTS Assay for Inhibitors of BAZ2B; Bromodomain adjacent to zinc finger domain protein 2B (Homo sapiens), Q9UIF8; AlphaScreen BAZ2B-H3K14Ac peptide displacement; Potency, µM (series often up to 114 µM), for the others: top-dose activity change, negative = inhibition, actives largely listed as inhibitors; 360,000 compounds, 4.4% hits; AID 504333, 2011; note: potency is the fitted concentration of half-maximal effect; % is set by controls: 0 for no effect and ±100 for the full control effect; nearly all actives have a fitted effect of over 60% in size
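AlphaScreen displacement: compounds (up to 110uM) incubated 30 min at room temperature with a preformed 50 nM BAZ2B/50 nM biotinylated H3K14Ac peptide complex in PBS pH 7.4 with Tween-20. Donor and acceptor beads at 10 ug/mL final added, 20 min light-protected before reading.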
RGS4 inh: Inhibitors of Regulator of G Protein Signaling (RGS) 4: qHTS; Regulator of G-protein signaling 4 (Homo sapiens), P49798; Transcreener GDP fluorescence polarization, RGS4-accelerated GTP hydrolysis; Potency, µM (doses to about 114 µM), for inactives: at the top dose activity change, negative = inhibition, usual class: inhibitors; 390,000 compounds, 0.039% hits; note: potency is the fitted concentration of half-maximal effect; % is set by controls: 0 for no effect and ±100 for the full control effect; nearly all actives have a fitted effect of over 75% in size; some results filed as inactive show a strong effect at the top dose
Target sequence (P49798 whole entry, looked up): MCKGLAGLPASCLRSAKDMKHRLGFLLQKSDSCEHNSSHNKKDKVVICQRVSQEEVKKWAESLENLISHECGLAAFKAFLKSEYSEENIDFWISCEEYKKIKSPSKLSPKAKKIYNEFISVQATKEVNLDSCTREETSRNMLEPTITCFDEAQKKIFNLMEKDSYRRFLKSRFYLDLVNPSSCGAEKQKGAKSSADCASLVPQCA
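MLSMR compounds (23 nl, pin-transferred) preincubated 10 min at room temperature with a 500nM (2x) first reagent, then RGS4 at 900nM (2x) plus Transcreener GDP mix added; fluorescence polarization (620/688 nm) read before and after 90 min at 30 °C.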
ERG-DNA inh: qHTS for Small Molecule Inhibitors of the ERG Ets/DNA interaction; Transcriptional regulator ERG (Homo sapiens), P11308; fluorescence polarization, His-ERG Ets domain / labelled DNA; Potency, µM (highest dose often 76.9 µM), for inactives: at the top dose FP activity, negative = inhibition, actives largely listed as inhibitors; 370,000 compounds, 0.028% hits; AID 624246, 2012; active = well fitted inhibition curve with a large enough effect in the polarisation, with a control signal flat; inconclusive = small, poorly fitted or top-dose-only effect, or effect the other way, or a change in a side signal; inactive = no such curve, though single readings can be large or run the other way; the % refers to the polarisation;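 note: polarization taken with two DNA probes labelled with fluorescein and Texas red; potency is the fitted concentration of half-maximal effect; % of control where 0% means no effect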
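His-tagged ERG Ets domain (1 uM in the protein solution; 300mM KCl, 50mM Tris-HCl, 1mM EDTA, 1mM DTT, pH 7.5) received compound, then a probe mix of 5 nM fluorescein-DNA and 100nM Texas-615-DNA. Fluorescence polarization was read for both dyes.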
G9a block: qHTS Assay for Inhibitors of Histone Lysine Methyltransferase G9a. AID 504332, 2011. 350,000 compounds, 8.8% hits. G9a H3K9 monomethylation, AlphaScreen, 2 h. Potency, µM (series often up to 102 µM), without a hit: at the top dose activity, negative = inhibition, hits mostly inhibitors. Histone-lysine N-methyltransferase EHMT2 (Homo sapiens), Q96KQ7; note: potency is the fitted concentration of half-maximal effect; % is set by controls: 0 for no effect and ±100 for the full control effect; nearly all actives have a fitted effect of over 75% in size
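AlphaScreen read-out: biotin-H3K9 peptide (500 nM) methylation by 20 nM enzyme with 20 uM SAM, 2 h at room temperature after 15 min compound preincubation; anti-monomethyl H3K9 antibody plus donor/acceptor beads, 10 min dark.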
PI4K2A block: qHTS for small molecular inhibitors of PI4K2A; Phosphatidylinositol 4-kinase type 2-alpha (Homo sapiens), Q9BTU6; AID 1346378, 2018; 420,000 compounds, 0.13% hits; activity change, negative = inhibition, % at 76.9 µM; purified PI4K2A, ADP-Glo luminescence, 1 h; stronger effect = lower value; in the data active = activity change below about -50%; inconclusive = mostly about -30% to -49%;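 note: -100% = wells without enzyme as full effect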
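ADP-Glo luminescence measured ADP generated by PI4K2A enzyme (4 ug/mL before mixing) with 1.2 mM PI substrate (pre-mix) and 300 microM ATP (pre-mix). Tris pH7.5 buffer with MgCl2, Triton X-100; 1 h reaction at ambient temperature.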
JMJD2A Tudor inh: qHTS Assay for Inhibitors of JMJD2A-Tudor Domain. AlphaScreen JMJD2A-Tudor / H3K4me3 peptide binding. 390,000 compounds, 4.4% hits. AID 504339, 2011. Potency, µM (highest dose often 114 µM), for inactives: at the highest dose activity change, negative = inhibition, most hits filed as inhibitors; note: potency is the fitted concentration of half-maximal effect; % is set by controls: 0 for no effect and ±100 for the full control effect; nearly all actives have a fitted effect of over 50% in size
12-LOX inh: Primary qHTS assay for inhibitors of human arachidonate 12S-lipoxygenase (ALOX12): Round 2 | purified 12hLO, xylenol orange hydroperoxide absorbance | Potency, µM (doses to about 108 µM), inactives show top-dose activity change, negative = inhibition, usual class: inhibitors | 580,000 compounds, 1.1% hits | AID 1671190, 2021; note: potency is the fitted concentration of half-maximal effect; % is set by controls: 0 for no effect and ±100 for the full control effect
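Hydroperoxide product was detected by ferrous iron/xylenol orange as the 573 to 405 nm absorbance ratio. Arachidonic acid at 40 uM (final) was turned over for 30 min at room temperature by 150 nM human 12hLO, pH 7.0 Hepes buffer, after 15 min compound preincubation.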
HP1b chromo inh: HTS for Inhibitors of HP1-beta Chromodomain Interactions with Methylated Histone Tails. Chromobox protein homolog 1 (Homo sapiens), P83916. AlphaScreen HP1-beta / biotin-H3K9me3 peptide binding. Potency, µM (titrated, usually from 114 µM), for inactives: top-dose activity change, negative = inhibition, most hits filed as inhibitors. 390,000 compounds, 0.56% hits. AID 540317, 2011; note: potency is the fitted concentration of half-maximal effect; nearly all actives have a fitted effect of over 70% in size; inactives centre near 23
Target sequence (P83916 whole entry, looked up): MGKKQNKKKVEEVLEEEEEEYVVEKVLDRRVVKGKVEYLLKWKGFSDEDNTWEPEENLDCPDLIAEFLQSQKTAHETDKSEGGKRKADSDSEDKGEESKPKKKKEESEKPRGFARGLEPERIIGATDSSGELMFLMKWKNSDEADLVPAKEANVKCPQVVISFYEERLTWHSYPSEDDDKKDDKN
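Compound inhibition of the preformed complex between 50 nM HP1-beta and 50 nM biotinylated H3K9me3 peptide was read by AlphaScreen. Buffer was PBS pH 7.4 with 0.01% Tween-20. Incubations ran 30 min at room temperature, with 10 ug/mL donor/acceptor beads.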
GLS inh: qHTS for Inhibitors of Glutaminase (GLS). 410,000 compounds, 0.21% hits. Potency, µM (highest dose often 45.5 µM), without a hit: top-dose activity change, negative = inhibition, usual class: inhibitors. AID 624170, 2012. GLS enzymatic activity, qHTS titration. Glutaminase kidney isoform, mitochondrial (Homo sapiens), O94925; note: potency is the fitted concentration of half-maximal effect; % is set by controls: 0 for no effect and ±100 for the full control effect
Target sequence (O94925 whole entry, looked up, canonical isoform): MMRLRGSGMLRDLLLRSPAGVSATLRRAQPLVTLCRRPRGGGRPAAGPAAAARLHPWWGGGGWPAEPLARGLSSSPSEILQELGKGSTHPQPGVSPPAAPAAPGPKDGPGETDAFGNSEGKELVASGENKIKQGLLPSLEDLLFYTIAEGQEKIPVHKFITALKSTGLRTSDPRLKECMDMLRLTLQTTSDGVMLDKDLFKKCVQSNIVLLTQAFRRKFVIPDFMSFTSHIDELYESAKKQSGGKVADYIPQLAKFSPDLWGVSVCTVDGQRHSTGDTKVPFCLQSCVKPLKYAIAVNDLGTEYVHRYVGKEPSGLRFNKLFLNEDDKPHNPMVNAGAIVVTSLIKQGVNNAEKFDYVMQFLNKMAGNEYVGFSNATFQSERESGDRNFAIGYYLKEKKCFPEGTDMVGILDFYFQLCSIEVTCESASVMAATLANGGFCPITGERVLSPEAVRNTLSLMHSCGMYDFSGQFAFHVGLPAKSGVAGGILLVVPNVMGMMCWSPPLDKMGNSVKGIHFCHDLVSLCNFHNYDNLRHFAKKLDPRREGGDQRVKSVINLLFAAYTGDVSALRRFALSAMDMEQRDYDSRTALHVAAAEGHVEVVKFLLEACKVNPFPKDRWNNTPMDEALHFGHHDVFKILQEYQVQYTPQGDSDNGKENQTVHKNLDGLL
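Two-point fluorescence kinetic (t0, 30 min RT) for hKGA; glutamate detected via glutamate oxidase–HRP–Amplex Red. Substrate: 1 mM L-glutamine solution; buffer 45 mM KH2PO4, pH 8.2.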
Active calls of the source: *; ? = inconclusive; . = no result given; & = joins results of further samples; [ ] = remark or other dose. Unless noted, calls come from the whole dose curve; as a rule, active = well fitted curve in the direction sought with a large enough effect; inconclusive = small, poorly fitted or top-dose-only effect, or another doubt; inactive = no such curve, though single readings can be large; an effect the other way counts as inactive or inconclusive.

SMILES	BAZ2B block	RGS4 inh	ERG-DNA inh	G9a block	PI4K2A block	JMJD2A Tudor inh	12-LOX inh	HP1b chromo inh	GLS inh
COc1ccccc1NC(=O)NCCN1CCCCC1	-2.1%	15.3%	-3.8%	13.4%	0.3	-9.9%	10.2%	32.9%[activator]	4.1%
Cn1c(=O)c2sccc2n(Cc2ccc(Br)cc2)c1=O	-16.3%	-9.5%	-1.6%	5.0%[2.33 µM]	1.5	-6.2%	9.1%	40.3%[activator]	-12.7%
CC1(c2ccccc2Cl)NC(=O)N(CC(=O)NCCC2=CCCCC2)C1=O (stereo not drawn)	.	-12.1%	9.7%	1.4%	-0.3	-5.2%	0.0%	13.2%	-5.0%
CC(NC=O)c1nc2ccccc2n1CCc1ccccc1 (stereo not drawn)	1.1%	1.3%	5.2%	3.4%	0.6	3.7%	4.6%	46.4%[activator]	-10.6%
Cc1cccc(C2C3=C(Nc4[nH]n(-c5ccccc5)c(=O)c42)c2ccccc2C3=O)c1 (stereo not drawn)	31.6µM*	-27.1%	27.4%	20µM*	-3.0	35.5µM*	35.5µM*	?	?
O=C(NCCc1ccccc1)c1nc(-c2ccc(Cl)cc2)n2c1CCCCC2	25.1µM*	6.8%	-6.8%	14.1µM*	0.0	22.4µM*	-24.5%	-18.9%	13.8%
COc1ccc(/C=N/NC(=O)c2sc3nc(C)cc(C)c3c2N)cc1	-1.6%	-1.3%	-2.9%	8.1%	-3.1	-5.5%	-21.6%	35.4%	-5.2%
COc1cc(OC)nc(-n2ncc(OC)c(Br)c2=O)n1	1.9%	5.1%	-8.7%	-6.8%	5.6	-14.3%	-2.7%	-2.4%	-1.6%
CN(C)/C=N/c1nc2nccc(-c3ccccc3)n2n1	5.3%	?	-5.2%	17.9%	-3.7	-5.3%[11.4 µM]	4.5%	-7.8%	14.7%
Cc1ccccc1C(=O)N1[C@@H](C(C)C)COc2cc(Br)ccc2S1(=O)=O	.	-37.1%	-1.6%	.	2.5	-7.9%	0.0%	45.5%	-8.7%
Cc1ccc(C)c(C(=O)Nc2c(C(N)=O)oc3ccccc23)c1	-5.3%	-6.3%	-6.0%	-15.1%	2.1	-11.3%	4.0%[57.4 µM]	39.9%[activator]	-0.6%
COc1ccc(C(=O)NCC2COc3ccccc3O2)cc1S(=O)(=O)N1CCOCC1 (stereo not drawn)	1.8%	-2.2%	-9.6%	?	0.5	-4.9%	-13.4%	38.0%	-14.1%
CCCCn1nc2cc(C(=O)NCc3ccco3)ccc2c1OCC	-23.3%	31.2%	-12.7%	0.2%[12.7 µM]	1.2	-21.1%	-9.0%	37.5%	-2.7%
Nc1cc(=O)nc(SCC(=O)Nc2ccccc2Cl)n1-c1ccccc1	-8.8%	-27.3%	-1.2%	0.3%	2.0	-8.3%[11.4 µM]	4.1%	20.4%	13.4%
COc1ccc(NC(=O)Nc2cc(C)cc(C)c2)cn1	-3.2%	1.3%	-5.8%	6.5%	-2.9	-12.4%	418.7%[activator]	34.6%	-11.2%
Nc1nc(Nc2ccccc2)nc(NCc2ccccc2)c1[N+](=O)[O-]	?	13.4%	-4.4%	.	0.0	-21.3%	0.0%	-14.6%	4.7%
CCc1ccc(S(=O)(=O)NCc2cn3ccccc3n2)s1	45.7%[activator]	15.8%	0.0%	-31.3%	-4.9	-12.5%	12.7%	13.0%	17.7%
c1coc(Cn2nnnc2CN2CCN(C3CCCC3)CC2)c1	-37.2%	-26.5%	0.9%	?	-7.4	-11.1%	-17.6%	54.9%	-13.0%
S=c1[nH]nc(-c2ccc3ccccc3n2)n1-c1cc(Cl)cc(Cl)c1	-25.0%	?	.	?	7.8	-29.3%	-23.0%	11.7%	5.2%
CC1(O)C(=O)c2ccccc2N(c2ccccc2)C1=O (stereo not drawn)	1.9%	-23.9%	1.1%	3.7%[59 µM]	-2.7	-4.1%	0.0%	45.7%[activator]	-5.9%
O=C1C2C3c4ccccc4C(c4ccccc43)C2C(=O)N1c1ccncc1 (stereo not drawn)	-15.3%	-2.8%	11.4%	.	5.3	-12.9%	-1.4%	34.8%	-7.5%
COC(=O)C1(C)NC(c2ccc(OC)cc2)C2C(=O)N(c3ccccc3)C(=O)C21 (stereo not drawn)	-4.2%	0.9%	-2.7%	12.7%	1.9	-12.0%	0.0%	17.1%	-2.9%
CCOC(=O)c1c(C)[nH]c(C(=O)COC(=O)CCS(=O)(=O)c2ccc(C)cc2)c1C	6.7%	4.3%	5.6%	-12.8%[59 µM]	3.1	-16.1%	-1.0%	20.7%	4.8%
CC(C)(C)OC(=O)N1CCCC(C(=O)Nc2ccc(C(=O)NC3CC3)cc2)C1 (stereo not drawn)	.	-1.8%	0.9%	.	-1.3	-5.8%	10.2%	23.5%	4.8%
CCn1c(SCC(=O)N/N=C/c2ccc(C)s2)nc2ccccc21	-11.2%	-17.5%	-0.3%	-8.5%[59 µM]	-0.1	-9.7%	-8.5%	20.5%	9.3%
Additional structures.
SMILES	BAZ2B block	RGS4 inh	ERG-DNA inh	G9a block	PI4K2A block	JMJD2A Tudor inh	12-LOX inh	HP1b chromo inh	GLS inh
NCCCCC(=O)O	5.3%	16.4%[56.9 µM]	5.3%	-17.6%[59 µM]	-2.0&1.0	-9.4%	-9.4%	18.2%	4.8%
COc1cc(/C=N/NC(=O)Cc2csc(N3CCOCC3)n2)cc(OC)c1O	.	-1.3%[56.9 µM]	10.6%	?	-4.0	-19.1%	3.3%	17.1%	17.2%
O=C(Nc1nnc(Cc2ccccc2)s1)c1ccco1	3.9%	-3.0%	-14.6%	?	13.7	-0.6%	2.2%	25.5%	0.4%
CNC(=O)N(O)C1N(/N=C/c2cc(Br)ccc2O)C(=S)SC1(C)C (stereo not drawn)	?	14.3%	-0.4%	15.9%	-1.5	?	?	-6.8%	-1.4%
CCN(c1ncnc2c1c(-c1ccccc1)cn2-c1ccccc1)C1CCCCC1	-16.9%	5.5%	-0.1%	-34.1%[59 µM]	0.6	-20.8%	-15.2%	17.4%	2.1%
O=C(/C=C/c1ccc(Cl)cc1)OCC(=O)c1ccc[nH]1	-2.3%	-10.2%	6.9%	-35.6%[59 µM]	1.2	-10.8%	194.7%[activator]	29.1%	4.2%
O=C(CCS(=O)(=O)c1nc(-c2ccc3c(c2)OCO3)cc(C(F)(F)F)n1)Nc1ccc(F)cc1F	-5.2%	-32.7%	-6.1%	-1.1%[59 µM]	-2.9	0.0%	?	61.0%[activator]	0.9%
COc1cc(C2=NOC(C(=O)Nc3cccnc3)C2)cc(OC)c1OC (stereo not drawn)	-4.4%	-6.7%	5.3%	?	-2.1	-3.0%	0.3%	1.1%	2.6%
COc1ccc(/C=C/C(=O)N(Cc2ccccc2)c2ccccn2)cc1OC	5.3%	0.7%	7.4%	11.8%	-1.5	2.2%	-1.2%	42.4%[activator]	-0.6%
COc1cccc(CNC(=O)CCc2c(C)c3cc4c(C)coc4cc3oc2=O)c1	1.6%	-4.0%	0.2%	-8.3%[59 µM]	-15.6	-22.9%	-7.7%	17.7%	7.6%
O=S(=O)(NCc1ccccc1)c1ccc2ccccc2c1	5.6%	4.9%	-3.0%	4.3%	-1.1	11.9%	-0.9%	38.1%[activator]	-7.1%
CC(NC(=O)C(C)(C)C)C(c1cccs1)N1CCOCC1 (stereo not drawn)	-30.7%	25.3%	1.0%	-2.7%	9.6	-8.3%	13.5%	1.4%	5.0%
CC(C)COc1ccc(/C(O)=C2/C(=O)C(=O)N(CCN(C)C)C2c2ccncc2)cc1 (stereo not drawn)	-0.7%	-34.3%	3.4%	?	-1.3	-23.3%	?	19.4%	10.4%
C(=N\Nc1nc(N2CCOCC2)nc(N2CCOCC2)n1)/c1cccnc1	0.6%	-23.2%	2.9%	21.8%[59 µM]	3.8	1.3%	-7.6%	31.0%[activator]	-6.4%
O=c1c(Cl)c(N2CCOCC2)cnn1-c1nc2ccccc2[nH]1	?	-1.6%	10.1%	9.0%	-3.3	-7.7%	8.8%	40.2%[activator]	-11.8%

Compound activity: PubChem BioAssay, National Center for Advancing Translational Sciences (NCATS)

Not all compounds are listed; the hit share may differ from the screen's.
